Compound activity as filed in PubChem.
Mtb BioA inh = M. tuberculosis BioA enzyme inhibitors, primary screen, biochemical, plate reader, single point, HTS. 7,8-diaminopelargonic acid synthase BioA (Mycobacterium tuberculosis). purified M. tuberculosis BioA enzyme. inhibition, % at 9.99 µM. 360,000 tested, 0.096% active; in the data active = inhibition above about 40%
FBA Mtb inh = Mtb FBA enzyme inhibitors, primary screen, biochemical, fluorescence, strain H37Rv; purified M. tuberculosis FBA, fluorescence read-out; inhibition, % at 1 µM; AID 588726, 2011; 360,000 tested, 2.3% active; in the data active = inhibition above about 27%;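 also: 0% = vehicle and 100% = reference inhibitor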
Target sequence (P9WQA3 whole entry, looked up): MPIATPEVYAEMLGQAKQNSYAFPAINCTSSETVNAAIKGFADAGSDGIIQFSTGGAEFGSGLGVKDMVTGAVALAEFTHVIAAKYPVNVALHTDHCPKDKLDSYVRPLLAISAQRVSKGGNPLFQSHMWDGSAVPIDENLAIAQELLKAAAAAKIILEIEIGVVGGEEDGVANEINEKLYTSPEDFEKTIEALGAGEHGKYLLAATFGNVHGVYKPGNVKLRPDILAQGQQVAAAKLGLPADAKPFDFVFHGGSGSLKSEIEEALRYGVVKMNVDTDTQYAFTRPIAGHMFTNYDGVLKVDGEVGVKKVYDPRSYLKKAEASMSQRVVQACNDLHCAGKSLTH
PfHsp40 rescue = rescue of yeast from PfHsp40 toxicity, primary screen, S. cerevisiae, ATP luminescence; S. cerevisiae expressing PfHsp40, growth rescue; AID 504582, 2011; 340,000 tested, 0.68% active; growth rescue, % at 12.5 µM; in the data active = growth rescue above about 28%, passing the limit was not always enough;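 also: yeast W303a lacking pdr1 and pdr3 grown in galactose medium; growth measured after three days at 30 °C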
TcdB inh = TcdB glycohydrolase inhibitors, primary screen, biochemical, single point, plate reader. AID 652162, 2013. Toxin B (Clostridioides difficile), P18177. TcdB glycohydrolase enzymatic assay. 350,000 tested, 0.24% active. inhibition, % at 9.99 µM; in the data active = inhibition above about 10%
Yp Topo-I inh = Yersinia pestis topoisomerase I inhibitors, primary screen, biochemical, cleavage product accumulation, plate reader, single point; DNA topoisomerase I (Yersinia pestis CO92); Y. pestis Topo-I cleavage product accumulation; activity, % at 10 µM; 360,000 tested, 0.064% active; AID 504884, 2011; in the data active = activity above about 50%, passing the limit was not always enough; also: inactives centre near 2
GDH-TPI inh = GDH-TPI coupling enzyme inhibitors, primary screen, artefact control for M. tuberculosis FBA inhibitor project, biochemical, absorbance, full deck. 360,000 tested, 1.2% active. inhibition, % at 4.8 µM. GDH-TPI coupled enzyme counterscreen, NADH absorbance; in the data active = inhibition above about 30%;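 also: 0% = DMSO wells and 100% = wells lacking the enzyme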
Mtb UGM inh = M. tuberculosis UGM enzyme inhibitors, primary screen, biochemical, fluorescence polarization, single point | UDP-galactopyranose mutase (Mycobacterium tuberculosis (strain ATCC 25618 / H37Rv)), … | purified UGM, fluorescence polarization probe displacement | inhibition, % at 10 µM | 320,000 tested, 0.06% active; in the data active = inhibition above about 10%, passing the limit was not always enough
Target sequence (P9WIQ1 whole entry, looked up): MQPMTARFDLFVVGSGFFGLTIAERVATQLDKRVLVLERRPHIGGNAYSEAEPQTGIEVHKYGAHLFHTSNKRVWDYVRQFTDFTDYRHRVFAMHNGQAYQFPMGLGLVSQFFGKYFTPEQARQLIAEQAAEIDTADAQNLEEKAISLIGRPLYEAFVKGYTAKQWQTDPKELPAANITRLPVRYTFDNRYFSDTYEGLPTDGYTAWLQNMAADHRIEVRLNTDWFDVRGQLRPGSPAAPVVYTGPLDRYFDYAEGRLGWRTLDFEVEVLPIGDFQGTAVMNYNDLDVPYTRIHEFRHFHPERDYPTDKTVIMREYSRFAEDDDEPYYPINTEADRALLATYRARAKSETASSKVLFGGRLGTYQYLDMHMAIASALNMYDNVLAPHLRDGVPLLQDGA
FadD28 binding = inhibitors of FadD28 bisubstrate probe binding, primary screen, biochemical, fluorescence polarization, single point; inhibition, % at 12.5 µM; 360,000 tested, 0.22% active; AID 588549, 2011; in the data active = inhibition above about 8.5%, passing the limit was not always enough
BH1578 lux ind = inducers of Vibrio cholerae quorum light production without autoinducers, primary screen, BH1578 luxS cqsA deficient, single point | V. cholerae BH1578 lux reporter, luminescence, 6 h | 350,000 tested, 0.16% active | activation, % at 18.7 µM | AID 588436, 2011; in the data active = activation mostly above about 9.7%, no sharp cut-off; also: not every result past the cut was called active; inactives centre near 0; reference of the scale not given here
Starred values were filed as active, the others as inactive; i = inactive; nt = not tested or not shown.

mol	Mtb BioA inh	FBA Mtb inh	PfHsp40 rescue	TcdB inh	Yp Topo-I inh	GDH-TPI inh	Mtb UGM inh	FadD28 binding	BH1578 lux ind
Cc1cc(C)c(S(=O)(=O)n2cc(C(C)C(N)C(=O)O)c3ccccc32)c(C)c1 (configuration not stated)	-0.3	-0.1	1.7	1.4	6.4	-7.6	-2.2	-7.3	i
CCN(CC)C(=S)Nc1ccc([N+](=O)[O-])cc1	-1.3	-0.2	-1.2	nt	-10.0	13.2	4.5	1.6	i
Cc1cc(=O)c(C(=O)O)nn1-c1ccccc1[N+](=O)[O-]	-2.5	0.4	0.4	0.7	4.4	7.5	-1.2	-1.9	2.8
COc1ccc(-c2nc(CSCC(=O)N3CCN(C4CCCCC4)CC3)c(C)o2)cc1OC	-0.9	5.9	0.3	0.5	21.2	3.0	0.0	0.0	-0.2
Cc1oc(-c2cccs2)nc1CS(=O)CC(=O)NCc1ccc2c(c1)OCO2 (configuration not stated)	-0.6	-0.2	-0.3	-0.6	-8.3	10.1	3.1	-0.5	0.5
COc1cccc(-c2cc3onc(-c4ccccc4)c3c(=O)n2C)c1	0.1	1.0	2.1	1.7	16.2	0.9	1.5	-3.1	-0.3
Cn1nc2c(c1C(=O)N1CCCC(C(=O)c3cc(F)ccc3F)C1)CCCC2 (configuration not stated)	nt	0.2	19.3	0.7	-4.6	2.2	0.7	-1.2	i
CS(=O)(=O)c1ccc(-c2sc3ccccc3c2C(=O)NCCCN2CCOCC2)cc1	0.2	1.4	-0.4	0.1	-7.3	10.4	nt	-0.9	-0.2
CCn1cc(C(=O)N(C)c2cc(C)ccc2OC)c2cc(OC)c(OC)cc2c1=O	-2.3	-0.4	-1.0	0.8	5.8	5.7	-7.3	nt	1.6
O=C(CN1C(=O)NC2(CCCCC2)C1=O)N1CCN(S(=O)(=O)c2ccccc2)CC1	nt	-2.6	-0.4	1.1	10.4	-10.1	3.5	-4.1	-0.3
COc1ccc(CNc2oc(-c3ccccc3)nc2C#N)cc1	1.6	91.9*	12.4	-1.6	11.3	17.8	6.0	-0.8	-0.2
COc1ccc(C(C(=O)NC2CCCC2)N(C(=O)c2ccco2)c2cc3c(cc2C(C)=O)OCO3)cc1 (configuration not stated)	0.1	0.3	-0.8	0.1	6.4	3.0	0.4	nt	-0.3
COc1ccc(S(=O)(=O)N2CCC(C(=O)Nc3cccc(Cl)c3)CC2)cc1OC	3.7	-0.1	1.6	3.2	12.5	7.8	-1.4	-3.7	7.1
CCc1ccccc1S(=O)(=O)Cc1ccc(C(=O)NCc2cccs2)o1	nt	-0.3	-0.7	1.2	-5.7	3.4	2.1	0.3	-2.1
Cc1cnc(C(=O)N2CCCC(N3CCN(c4cccc(C(F)(F)F)c4)CC3)C2)cn1 (configuration not stated)	-0.1	0.3	0.5	0.6	13.0	0.7	-1.5	0.5	i
COc1cccc(CN2C(=O)N(C(C)C)C(N(O)C(=O)NC(C)C)C2(C)C)c1OC (configuration not stated)	0.3	-2.2	-0.1	nt	-8.1	-4.8	-1.4	-4.4	i
CCn1cc(C(=O)O)c(=O)c2cc(F)c(N3CCN(C(=S)NC(=O)c4cccc(F)c4)CC3)cc21	nt	0.2	1.1	0.2	5.8	13.9	0.5	-1.7	-0.6
COc1ccc(S(=O)(=O)N2CCN(C(=O)c3cccs3)CC2)cc1OC	nt	1.3	0.0	0.1	-7.2	-5.5	2.6	-3.1	0.4
Cc1ccc(C(NC(=O)C2CCN(CCOc3ccccc3)CC2)c2ccccn2)cc1 (configuration not stated)	-0.7	2.3	nt	-0.3	-2.3	16.8	nt	0.0	-0.6
CCNC(=O)C1(C)CCN(C(=O)c2ccc(OC)cc2OC)C1 (configuration not stated)	-0.7	2.7	nt	0.7	0.4	4.6	nt	-1.8	-0.7
Cc1ccccc1S(=O)(=O)NC1OC(=O)C(Cl)=C1Cl (configuration not stated)	-0.2	2.4	-0.1	nt	-4.3	4.1	0.5	0.6	i
CCN(c1ccccc1)S(=O)(=O)c1cccc(C(=O)Nc2ccc(C)cn2)c1	1.3	3.1	0.9	-0.2	10.3	4.7	0.3	-1.9	i
Cc1cc(C(=O)N2CCC(C(N)=O)CC2)c(C)o1	0.0	3.4	-0.8	-2.4	-1.2	-1.8	0.5	-1.6	-1.7
CC(C)CC(=O)NC(=S)Nc1ccc(N2CCN(C(=O)c3cccs3)CC2)cc1	0.3	0.5	4.4	0.7	17.0	5.7	1.2	1.0	i
COc1ccc(C(=O)C2CCCN(CCO)C2)c(C)c1 (configuration not stated)	0.0	1.5	-1.6	0.5	-2.3	-6.2	-1.4	-2.6	-0.3
CSc1ccccc1C(=O)Nc1cccc(C)c1	0.5	-1.9	-0.6	nt	3.3	4.1	3.5	-4.4	-1.8
COc1ccc(C(=O)O)cc1S(=O)(=O)Nc1ccccc1-c1ccccc1	-1.0	-2.5	3.8	0.9	0.9	-4.0	-0.5	-0.6	i
CC(=O)N[C@H]1[C@H]([C@H](O)[C@H](O)CO)O[C@](O)(C(=O)O)C[C@@H]1O	-1.0	-0.4	0.9	0.8	7.5	4.7	nt	-0.7	-0.2
CC(C)c1ccc2[nH]c3c(c2c1)CCC/C3=N\NC(=O)c1ccncc1	0.7	5.1	1.2	-2.7	22.1	16.1	0.1	-1.8	-0.4
Cc1ccc(OCC(=O)N2CCN(S(=O)(=O)c3ccccc3[N+](=O)[O-])CC2)cc1	nt	-6.9	0.3	-1.4	11.5	-5.0	-2.5	-4.4	i
CC(C)(C)c1ccc(C(=O)NNC(=S)NC(=O)c2cccnc2)cc1	1.5	2.5	108.9*	-1.0	-3.6	10.5	2.8	2.1	22.3
Cc1cccc(N(C(=O)c2snc(C(N)=O)c2N)C(C(=O)NC2CCCC2)c2ccc(C)o2)c1 (configuration not stated)	-0.9	0.7	-0.9	-0.1	30.7	6.9	-1.2	-4.0	3.1
Cc1ccc(C(=O)NNC(=O)CCC(=O)Nc2cccc(Cl)c2C)cc1	-0.7	-2.0	-0.9	nt	-0.8	12.9	1.1	-0.4	-0.2
COc1ccc(NC(=O)c2oc3ccccc3c2NC(=O)c2ccco2)c(OC)c1	2.0	2.9	-1.9	nt	-0.2	-3.7	1.3	0.0	-0.2
CC(=O)NC(C)(C)C1CC=C(C)/C(=N\O)C1 (configuration not stated)	-0.6	-2.1	-0.1	nt	7.5	11.4	-0.1	-0.9	i
O=Cc1cn(CC(=O)N2CCCCCC2)c2ccccc12	-0.1	0.6	-2.5	0.8	-4.6	11.2	0.6	-1.5	i
Cc1cccc(N2CCN(C(=O)CCS(=O)(=O)c3ccc4c(c3)NC(=O)C(C)S4)CC2)c1C (configuration not stated)	0.3	-0.9	-0.8	0.7	16.4	-3.0	2.2	-3.0	-0.2
Cc1cnn(C(=S)NCc2ccco2)c1	0.9	-1.2	-0.8	nt	-1.3	7.7	1.2	-0.7	-0.3
COc1ccc(NC(=O)c2nn(C)c(C(=O)Nc3ccc(OC)cc3)c2[N+](=O)[O-])cc1	7.1	2.0	-1.9	1.1	8.2	4.5	0.1	0.0	i
CC(=O)N1c2ccc(S(=O)(=O)N3CCC(C(=O)NC(C)c4ccccc4)CC3)cc2CC1C (configuration not stated)	2.4	-0.9	21.9	0.2	2.1	-2.4	1.8	-3.1	-0.3

The last 2 records of the section before lead into the next:
mol	Mtb BioA inh	FBA Mtb inh	PfHsp40 rescue	TcdB inh	Yp Topo-I inh	GDH-TPI inh	Mtb UGM inh	FadD28 binding	BH1578 lux ind
COc1ccc(NC(=O)c2nn(C)c(C(=O)Nc3ccc(OC)cc3)c2[N+](=O)[O-])cc1	7.1	2.0	-1.9	1.1	8.2	4.5	0.1	0.0	i
CC(=O)N1c2ccc(S(=O)(=O)N3CCC(C(=O)NC(C)c4ccccc4)CC3)cc2CC1C (configuration not stated)	2.4	-0.9	21.9	0.2	2.1	-2.4	1.8	-3.1	-0.3
Cc1ccc(C)c(NC2CCCCC2NS(=O)(=O)c2ccccc2)c1 (configuration not stated)	1.8	1.2	0.4	3.5	-0.5	10.0	1.7	-1.5	-0.6
O=C(OCc1nc2ccccc2[n+]([O-])c1C(=O)c1ccccc1)c1cccs1	nt	-0.4	0.8	-0.2	4.3	6.9	2.0	-1.3	-0.2
COc1ccc(NC(=O)CS(=O)CC(=O)NCC2OCCc3ccccc32)cc1 (configuration not stated)	nt	7.9	-0.6	2.2	-5.9	-6.3	1.0	-1.8	-0.2
Cc1cc(C)cc(NC(=O)Cn2c(-c3ccccc3Cl)nc3ccccc32)c1	nt	1.1	18.2	nt	2.3	8.4	-1.6	-2.1	-1.9
CC(C)=CCOc1ccc2ccc(=O)oc2c1	1.3	65.3*	0.7	0.7	4.3	7.8	-0.2	-3.8	-0.6
O=C(CC1CCCC1)NCCS(=O)(=O)N1CCN(c2ccc(F)cc2)CC1	nt	0.3	-0.1	-0.6	13.8	-2.5	-2.7	0.9	-0.1
CC(C)(C)c1ccc(C(=O)N2CCC2(C)C(=O)NCC(F)(F)F)cc1 (configuration not stated)	0.0	-1.7	nt	-0.4	-4.9	-7.5	nt	-3.2	i
Cn1nnnc1SCC(=O)Nc1cccc(S(=O)(=O)N2CCCCC2)c1	1.3	0.2	-2.4	-5.9	5.4	-5.3	1.3	0.1	i
COc1cc(C(c2c(NC(=O)c3ccco3)sc(C)c2C)N2CCOCC2)cc(OC)c1OC (configuration not stated)	0.2	2.9	0.0	1.5	14.4	18.2	nt	1.2	i
COc1ccc(S(=O)(=O)N2CC(C)N(C(=O)N(C)C)C2C(C)C)cc1 (configuration not stated)	1.1	-0.1	0.0	0.1	1.2	-11.1	0.0	-5.7	-0.2
CCOC(=O)c1oc2c(CN3CCN(C)CC3)c(O)c(CC)cc2c(=O)c1-c1nc2ccccc2s1	-0.2	1.2	-0.3	0.3	0.1	5.3	nt	-2.6	-0.6
Cn1cc(CN2CCN(CC(C)(C)C)C(CCO)C2)c2ccccc21 (configuration not stated)	0.1	1.1	0.2	0.1	9.0	2.3	-0.4	1.1	i
COc1ccc(OC)c(N=c2oc3cc(O)ccc3cc2C(N)=O)c1	-3.0	116.2*	0.7	nt	5.3	9.1	1.5	4.4	-0.5
CCCS(=O)(=O)N1CCCC(C(=O)NC2CCCCC2)C1 (configuration not stated)	-1.4	-0.4	-1.5	nt	-0.1	-6.6	2.4	-4.4	-16.7
C#CC1(N2CCCCC2)CCCCC1	-0.8	-3.2	nt	-1.4	4.1	1.8	nt	-4.2	-0.3
Cc1cccc(Nc2nnc(SCC(=O)Nc3ncc(C(F)(F)F)cc3Cl)s2)c1C	-0.3	-1.1	2.9	nt	0.8	0.8	2.3	-1.8	i
COC(=O)c1sccc1-n1cc(C#N)c(=O)n(C)c1=O	nt	1.8	-0.6	1.0	5.6	-9.6	1.8	-3.6	-0.3
CC(=O)c1sc(NC(=O)c2ccc(Cn3cc(Br)cn3)o2)nc1C	4.1	7.3	-0.3	nt	-1.6	28.3	2.2	-3.3	-1.4
O=C(NCC1CCS(=O)(=O)C1)NCC1CCS(=O)(=O)C1 (configuration not stated)	0.0	1.5	-0.7	nt	-6.6	-14.0	-0.9	-2.9	1.8
C/C(=N/NC(=O)CNC(=O)C1COc2ccccc2O1)c1ccc2c(c1)OCCO2 (configuration not stated)	nt	1.1	-0.6	-0.5	7.1	-5.0	0.3	-2.8	0.0
CC(=O)Nc1cccc(-c2ccnc3c2CC(C(=O)NCc2ccc(N(C)C)cc2)O3)c1 (configuration not stated)	0.3	1.0	nt	-10.6	13.4	2.6	nt	-1.7	-1.4
